# Screening data: PubChem BioAssay, National Center for Advancing Translational Sciences (NCATS)
# Gal4-VP16 FLuc: VP16 counterscreen qHTS for inhibitors of ROR gamma transcriptional activity. Drosophila S2 Gal4-VP16 UAS-luciferase, luminescence, 20 h. Potency, µM (series often up to 53.6 µM), for inactives: at the highest dose activity, negative = inhibition, most hits filed as inhibitors. hit rate 3.5% among 310,000. AID 2546, 2010;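 also: Gal4-VP16 expression switched on by copper sulfate through the metallothionein promoter; % is scaled to controls: 0 for no effect and ±100 for the full control effect; nearly all actives have a fitted effect of over 50% in size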
# RORgamma inh: qHTS for inhibitors of ROR gamma transcriptional activity; Drosophila S2 Gal4-RORgamma UAS-luciferase reporter, 20 h; Potency, µM (doses to about 53.6 µM), inactives show top-dose activity change, negative = inhibition, actives largely listed as inhibitors; hit rate 5.4% among 310,000; also: % is scaled to controls: 0 for no effect and ±100 for the full control effect; nearly all actives have a fitted effect of over 60% in size
# Target sequence (P51450 whole entry, looked up, the tested form may be a part): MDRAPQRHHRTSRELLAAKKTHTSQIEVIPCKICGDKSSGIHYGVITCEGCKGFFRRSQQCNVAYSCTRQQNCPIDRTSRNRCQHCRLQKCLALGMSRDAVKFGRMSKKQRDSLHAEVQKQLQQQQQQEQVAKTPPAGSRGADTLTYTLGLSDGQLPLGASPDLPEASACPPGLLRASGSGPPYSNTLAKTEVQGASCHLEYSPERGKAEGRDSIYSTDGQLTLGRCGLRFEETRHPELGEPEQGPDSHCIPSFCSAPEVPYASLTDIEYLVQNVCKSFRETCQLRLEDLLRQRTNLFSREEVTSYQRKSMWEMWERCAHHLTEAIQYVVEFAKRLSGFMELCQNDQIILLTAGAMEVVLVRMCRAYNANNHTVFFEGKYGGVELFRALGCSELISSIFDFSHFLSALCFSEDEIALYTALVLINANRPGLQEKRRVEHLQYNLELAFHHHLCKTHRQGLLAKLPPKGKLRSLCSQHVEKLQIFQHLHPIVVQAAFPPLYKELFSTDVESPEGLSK
#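 Luminescence from a UAS-regulated Photinus luciferase reporter in stably transfected Drosophila Schneider cells is measured; decreased signal marks ROR gamma inhibition. Fusion expression is induced by 700 uM copper sulfate for 20 hr.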
# BRCA1 expr up: qHTS Assay to Identify Small Molecule Activators of BRCA1 Expression | MCF7-BRCA1-FFLuc reporter, luminescence, 48 h; response scale: scaled: vehicle 0%, 10 µM genistein 100% | Potency, µM (titrated, usually from 46.1 µM), without a hit: top-dose activation, usual class: activators | hit rate 1.1% among 380,000; also: nearly all actives have a fitted effect of over 80% in size; some results filed as inactive show a strong effect at the top dose
#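 First, MCF7-BRCA1-FFLuc cells (2000/well) attach for 2 h; next, compounds are pin-added and incubated 48 h at 37 °C; finally, luciferase reagent is added and luminescence read after 15 min.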
# Rab9 promoter act: qHTS Assay for Rab9 Promoter Activators; Huh7 Rab9 promoter-luciferase reporter, luminescence, 24 h; Potency, µM (highest dose often 9.22 µM), without a hit: at the highest dose activation, negative = inhibition, actives largely listed as activators; hit rate 2.8% among 320,000; AID 485297, 2010; also: % of control where 0% means no effect; nearly all actives have a fitted effect of over 60% in size
#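 Using Huh7 cells stably transfected with Rab9 promoter–luciferase, compounds were incubated 24 h at 37 °C, 5% CO2; luciferase luminescence was read 10 min after reagent addition.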
# ELG1 genotoxic: qHTS screen for small molecules that induce genotoxicity in human embryonic kidney (HEK293T) cells expressing luciferase-tagged ELG1 | hit rate 1.3% among 330,000 | HEK293T ELG1-luciferase reporter, luminescence, 16 h | AID 504466, 2011 | Potency, µM (doses to about 46 µM), for inactives: at the top dose activity change, positive = activation, hits mostly activators; also: % of control where 0% means no effect; nearly all actives have a fitted effect of over 60% in size
#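 Cells (2,000/well) expressing the ELG1-luciferase fusion are dosed by pin tool and kept 16 hr at 37 °C, 5% CO2. Signal comes from ONE-Glo luciferase reagent after 30 min at room temperature.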
# uPA surface inh: qHTS for Inhibitors of Cell Surface uPA Generation; Potency, µM (titrated, usually from 38.3 µM), inactives show top-dose activity change, negative = inhibition, usual class: inhibitors; AID 540303, 2011; hit rate 0.31% among 330,000; cell surface uPA generation assay, qHTS; active = well fitted inhibition curve with a large enough effect; inconclusive = small, poorly fitted or top-dose-only effect; inactive = no such curve, though single readings can be large or run the other way; tested in mouse RAW 264.7 cells; also: % is scaled to controls: 0 for no effect and ±100 for the full control effect; nearly all actives have a fitted effect of over 55% in size
# p53 reactivation: qHTS assay for re-activators of p53 using a Luc reporter; H1299 p53-A138V BP100-luciferase reporter, luminescence, 24 h; Potency, µM (series often up to 92.2 µM), for the others: top-dose activity change, positive = activation, actives largely listed as activators; hit rate 0.063% among 320,000; also: % of control where 0% means no effect; nearly all actives have a fitted effect of over 45% in size
#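 p53-null H1299 cells stably carrying temperature-sensitive p53-A138V and a BP100-luciferase reporter were pinned with compounds (4-point, 1:5 series) and held 24 hrs at 37 deg C. Luminescence was read 10 min after detection reagent.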
# CXXC DNA block: qHTS Fluorescence Polarization Assay for Inhibitors of MLL CXXC domain - DNA interaction; MLL-CXXC / FITC-HOXA9 DNA fluorescence polarization; AID 2662, 2010; Histone-lysine N-methyltransferase 2A (Homo sapiens), Q03164; Potency, µM (series often up to 115 µM), without a hit: top-dose activity change, negative = inhibition, hits mostly inhibitors; hit rate 0.037% among 290,000; active = well fitted inhibition curve with a large enough effect in the polarisation, with a control signal flat, not every such curve was filed as active; inconclusive = small, poorly fitted or top-dose-only effect, or effect the other way, or a change in a side signal; inactive = no such curve, though single readings can be large or run the other way; the % refers to the polarisation
#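 Steps: dispense CXXC domain solution (7 uM) → pin compounds or unlabeled HOX-A9 DNA control → 5 min ambient → add FLSN-HOX-A9 solution (50 nM) → spin → 30 min ambient → fluorescence polarization. Tris pH 7.5/NaCl/DTT/BSA buffer.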
# NPC1 promoter act: qHTS Assay for NPC1 Promoter Activators | Huh7 NPC1 promoter luciferase reporter, 24 h | Potency, µM (highest dose often 9.22 µM), without a hit: at the highest dose activation, most hits filed as activators | hit rate 2.4% among 320,000;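 also: % of control where 0% means no effect; nearly all actives have a fitted effect of over 60% in size; reporter is driven by a mutant NPC1 promoter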
#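 Stably transfected Huh7 (NPC1 promoter→luciferase), 1500 cells/well in Opti-MEM + 10% FBS, 2 h settle, then compound 24 h at 37 °C. Luminescence after 10 min with Amplite reagent.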
# MBNL1-CUG inh: qHTS Assay for Inhibitors of MBNL1-poly(CUG) RNA binding; AID 2675, 2010; TR-FRET MBNL1-His/biotin-(CUG)12 binding, 665/545 ratio; Muscleblind-like protein 1 (Homo sapiens), Q9NR56; Potency, µM (series often up to 57.5 µM), inactives show at the highest dose activity change, negative = inhibition, usual class: inhibitors; hit rate 0.036% among 280,000; active = well fitted inhibition curve with a large enough effect in the signal ratio, with a control signal flat, not every such curve was filed as active; inconclusive = small, poorly fitted or top-dose-only effect, or effect the other way, or a change in a side signal; inactive = no such curve, though single readings can be large or run the other way; the % refers to the signal ratio; also: % is scaled to controls: 0 for no effect and ±100 for the full control effect
# Target sequence (Q9NR56 whole entry, looked up): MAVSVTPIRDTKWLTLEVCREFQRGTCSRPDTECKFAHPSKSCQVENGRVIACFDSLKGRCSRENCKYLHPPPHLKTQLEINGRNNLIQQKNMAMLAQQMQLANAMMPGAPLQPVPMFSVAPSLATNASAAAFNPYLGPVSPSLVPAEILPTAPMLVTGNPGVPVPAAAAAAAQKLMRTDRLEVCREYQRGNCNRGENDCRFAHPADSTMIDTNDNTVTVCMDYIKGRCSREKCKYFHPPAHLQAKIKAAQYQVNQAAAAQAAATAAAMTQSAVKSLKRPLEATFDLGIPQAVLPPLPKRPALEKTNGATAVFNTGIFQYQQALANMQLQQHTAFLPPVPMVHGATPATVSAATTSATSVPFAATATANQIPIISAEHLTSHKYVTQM
#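 His-tagged MBNL1 binding to biotinylated (CUG)12 RNA was measured by TR-FRET using terbium anti-His antibody (0.055 ng/ul final) and streptavidin-XL665 (5 nM final). Compounds were titrated 92 nM to 58 uM; 60 min at room temperature.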
# FLuc modulator: qHTS profiling assay for firefly luciferase inhibitor/activator using purifed enzyme and Km concentrations of substrates (counterscreen for miR-21 project); Luciferin 4-monooxygenase (Photinus pyralis), P08659; purified FLuc, Km substrates, luminescence inhibition; Potency, µM (top dose mostly 57.5 µM), without a hit: top-dose activity change, negative = inhibition, most hits filed as inhibitors; hit rate 6.9% among 360,000; AID 588342, 2011;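 also: plate controls were vehicle for no effect and reference inhibitor for full effect; nearly all actives have a fitted effect of over 55% in size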
#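 Purified P. pyralis luciferase, 10 nM final, with Km-level 10 uM D-luciferin and 10 uM ATP in 50 mM Tris acetate pH 7.5, 10 mM Mg acetate, 0.01% Tween-20, 0.05% BSA; 6-point qHTS titration about 60 µM downward; luminescence read.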
# * = called active by the depositor; ? = inconclusive; / = not tested or not shown; [ ] = another dose, or the depositor's remark. Unless noted, calls follow the shape of the dose curve; as a rule, active = well fitted curve in the direction sought with a large enough effect; inconclusive = small, poorly fitted or top-dose-only effect, or another doubt; inactive = no such curve, though single readings can be large; an effect the other way counts as inactive or inconclusive. Potency is read from the fitted curve at half-maximal effect. An excerpt. The share of hits here may be higher or lower than overall.
SMILES,Gal4-VP16 FLuc,RORgamma inh,BRCA1 expr up,Rab9 promoter act,ELG1 genotoxic,uPA surface inh,p53 reactivation,CXXC DNA block,NPC1 promoter act,MBNL1-CUG inh,FLuc modulator
Clc1ccc(N=c2ssnc2Cl)cc1,11µM*,?,-60%,1%,-6%,-5%,25%,-6%,3%,?,?
O=C(/C=C/Nc1ccc(Br)cc1F)c1ccco1,7.9µM*,7.1µM*,-39%,0.71µM*,0.33µM*,-18%,-6%,?,1.1µM*,34%[activator],0.24µM*
COc1cc(SC)ccc1C(=O)N1CCN(S(=O)(=O)/C=C/c2ccccc2)CC1,/,/,2%,-4%,-3%,1%,0%,/,-2%,/,0%
O=C(Nc1ccc(Cl)cc1)Nc1ccccc1CC[N+](=O)[O-],-3%,-27%,-30%,3%,-7%,2%,7%,16%,13%,/,?
O=C(Nc1ccc(-c2nc3ccccc3o2)cc1)c1ccc(N2CCOCC2)c([N+](=O)[O-])c1,10µM*,?,-78%,-1%,-13%,3%,12%,0%,22%,-4%,-2%
COc1cccc(-c2nc(CS(=O)(=O)CC(=O)N3CCOCC3)c(C)o2)c1,-13%,10%,29%,3%,-2%,-7%,-4%,0%,1%,2%,-7%
CCNC(=O)N1CCOCC1,8%,18%,-8%,-8%,0%,-3%,0%,9%,-3%,-8%,1%
CCCN(CC(=O)Nc1ccccc1C)C(=O)c1ccc(N2CCCC2)c([N+](=O)[O-])c1,/,/,-25%,0%,0%,1%,1%,/,0%,/,-1%
Cc1cc(C)cc(-n2ncc3c2CCCC3NC(=O)CCN2Cc3ccccc3C2=O)c1 (stereo not drawn),-2%,8%,-24%,-6%,0%,-3%,-1%,14%,-4%,-7%,1%
CC1CC(C)CN(C(=O)c2ccncc2)C1 (stereo not drawn),-7%,-1%,-15%,-1%,0%,0%,-4%,23%,-3%,-4%,-2%
COC(=O)Nc1ccc(S(=O)(=O)Nc2cc(OC)nc(OC)n2)cc1,-3%,7%,-6%,9%,1%,-2%,17%,?,1%,-2%,-3%
Cc1cc2nc(C3CCN(Cc4nnnn4Cc4cccs4)CC3)[nH]c2cc1C,11%,31%,-23%,-5%,-3%,/,-1%,5%,-1%,0%,?
Cc1cc(C)c(/C=N/NC(=O)c2nnn(-c3nonc3N)c2CN2CCC(C)CC2)c(C)c1,?,?,-36%,-1%,-5%,-1%,-7%,2%,-5%,-2%,2%
COc1ccc(NC(=O)CCNC(=O)Cn2cnc3sc4c(c3c2=O)CCCC4)c(OC)c1,3%,21%,1%,-1%,24%,2%,-3%,3%,1%,2%,2%
Cc1nc2ccccc2nc1N1CCOCC1,2%,37%,-18%,-1%,7%,-9%,1%,-4%,6%,2%,4%
CCCCOC(=O)c1ccc(NC(=O)C(=O)NCc2ccncc2)cc1,?,?,-13%,-1%,-2%,1%,-10%,-8%,-1%,-7%,?
CCOc1ccc2[nH]c3c(NCCN(C)C)ncnc3c2c1,25%,5%,/,7%,1%,/,-2%,-14%,2%,-12%,0%
COc1ccccc1CNC1CCN(Cc2ccccc2)CC1,-9%,-1%,-18%,7%,-7%,-3%,?,1%,-2%,-4%,0%
OC(COCc1ccc2c(c1)OCO2)CN1CCN(Cc2ccccc2)CC1 (stereo not drawn),-15%,20%,18%,1%,-20%,1%,2%,2%,2%,-4%,6%
O=C(CCl)N1N=C(c2ccco2)CC1c1ccco1 (stereo not drawn),?,10µM*,-18%,-36%[inhibitor],-25%,-15%,-24%,7%,-7%,7%,1%
Cc1ccc(C(=O)Sc2cccccc2=O)cc1,2.2µM*,1.8µM*,-26%,-52%[inhibitor],6.5µM*,14%,?,-9%,-39%[inhibitor],26%,3µM*
Cc1csc(NC(=O)c2c(O)c3c(n(CC(C)C)c2=O)CCCC3)n1,/,-26%[0.365 µM],-43%,-3%,-18%,6%,6%,-2%,0%,2%,-1%
CC(=O)c1cccc(NC(=O)CN(C)S(=O)(=O)c2cccc3nsnc23)c1,3%,-10%,-11%,-1%,-1%,-6%,-10%,0%,-4%,?,0%
COc1ccccc1/C=N/NC(=O)CO,-13%[10 µM],-19%,-8%,-3%,-5%,3%,-3%,-1%,0%,8%,2%
O=C(COc1ccc([N+](=O)[O-])cc1Cl)Nn1cnnc1,-4%,-1%,1%,2%,-2%,2%,-1%,-10%,-1%,/,-7%
CCCCS(=O)(=O)c1sc2nc3c(cc2c1N)CCCC3,?,?,-1%,-10%,0%,-15%,7%,-2%,-1%,16%,-16%
C/[N+]([O-])=C\c1cccc(OCCN2CCN(c3ncc(C(F)(F)F)cc3Cl)CC2)c1,-15%,?,-49%,14%,1%,-3%,-4%,0%,-1%,6%,-1%
Cc1ccc(-n2c(C)cc(/C=N/NC(=O)CC3(C)OCCO3)c2C)c(C)c1,6%,-11%,-32%,1%,-1%,5%,-3%,4%,1%,4%,?
CCC(CC)NC(=O)c1n[nH]c(=O)c2ccccc12,-12%,-6%,10%,0%,18%,2%,7%,16%,0%,16%,7%
Cc1cc(NC(=O)COC(=O)c2cc(S(=O)(=O)N(C)c3ccccc3)ccc2Cl)no1,-3%,-2%,19%,-5%,-1%,3%,2%,5%,1%,3%,1%
COc1ccc(-c2sc(Nc3ccccc3)n[n+]2-c2ccc(F)cc2)c(OC)c1OC,-4%,-2%,-39%,-4%,-2%,4%,/,11%,1%,19%,5%
O=C(OCC(=O)N1CCOCC1)c1ccccc1Cc1ccccc1,1%,?,2µM*,3.2µM*,13µM*,5%,?,-17%,1.6µM*,2%,9.5µM*
COc1cccc(N2CCN(C(=O)CN(C)S(=O)(=O)c3ccc4c(c3)CCC(=O)N4)CC2)c1,2%,-40%,3%,-6%,0%,-4%,-2%,8%,1%,1%,-2%
CCN(CC)c1ccc(NC(=O)C(C)C)cc1,6%,9%,-10%,13%,11%,/,?,-3%,11%,2%,-15%
CCN(C(=O)CSc1nnc(C)n1-c1ccccc1)C1CCS(=O)(=O)C1 (stereo not drawn),-18%,-11%,-12%,3%,2%,1%,1%,-1%,1%,-7%,-2%
Cc1noc(NS(=O)(=O)c2ccc(NC(=O)c3cnc4scc(C)n4c3=O)cc2)c1C,-11%,-15%,-10%,2%,-1%,-7%,0%,11%,-2%,3%,2%
COc1ccc(COCC(O)CN2CCN(S(=O)(=O)c3ccc(C(C)C)cc3)CC2)cc1 (stereo not drawn),/,/,-38%,8%,-3%,0%,-4%,/,-6%,/,1%
Cc1nc2sccn2c1-c1csc(NCc2ccccc2)n1,1µM*,?,-71%,-28%,-9%,-2%,4%,-3%,-19%,/,?
Cc1cc(OCC(=O)c2cccc(C(F)(F)F)c2)n2cnnc2n1,5%,4%,-16%,-6%,-1%,-2%,-1%,12%,-1%,1%,0%
COc1cc(C2C(C(=O)c3ccc(C)o3)=C(O)C(=O)N2CCN2CCOCC2)ccc1OCCC(C)C (stereo not drawn),/,/,-6%,-6%,3%,3%,/,3%,-2%,77%[activator],2%
Cn1c(NC(=O)c2cc(Cl)ccc2Cl)cc(=O)n(C)c1=O,13%,23%,-5%,-5%,1%,2%,1%,5%,-1%,-6%,-2%
COCCn1c(=O)[nH]c2cc(C(=O)NCc3ccccc3)ccc2c1=O,7%,-5%,-7%,-3%,0%,-2%,-1%,21%,-3%,-3%,3%
COC(=O)c1cc(C(=O)c2cc(Br)ccc2O)coc1=N,-11%[10 µM],3%,-30%,-9%,-8%,1%,2%,7%,-3%,-2%,-20%
CCC(C)NC(=O)CNC(=O)c1nn(-c2ccc(OC)c(Cl)c2)c(=O)c2ccccc12 (stereo not drawn),-6%,5%,-11%,-4%,-6%,3%,-7%,-3%,-3%,22%,-11%
